# V-ATPase pHluor – alters yeast V-ATPase proton transport; S. cerevisiae, pHLuorin cytosolic pH fluorescence; response, % at 10 µM; 350,000 compounds, 0.37% hits; AID 504577; in the data active = response mostly above about 7.3%, no sharp cut-off; inactive = mostly below about 5.4%; note: actives read high; inactives centre near 0; some compounds called inactive have numbers as strong as hits; reference of the scale not given here
# CAL PDZ FP-1 – CAL PDZ (human) peptide binding inhibition | purified CAL PDZ, TMR-peptide fluorescence polarization, 1 h | inhibition, % at 24.9 µM | 300,000 compounds, 0.92% hits | AID 602252;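 active = mean inhibition of at least 30% with at least half of replicates also reaching 30%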;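 note: 0% = DMSO neutral control and 100% = excess unlabeled competitor peptide PRC23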
# DAGLB inh – blocks human DAGLB lipase activity. Q8NCG7. HEK293T DAGLB membrane lysate, EnzChek fluorogenic substrate. inhibition, % at 5.17 µM. 340,000 compounds, 0.059% hits. AID 504411; in the data active = inhibition above about 34%;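 note: 0% = enzyme with vehicle and 100% = wells lacking enzyme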
# C-LANA FP – KSHV C-LANA DNA binding inhibition; MBP-C-LANA/FAM-LBS DNA binding, fluorescence polarization; AID 504423; inhibition, % at 9 µM; 340,000 compounds, 0.078% hits;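 active = highest replicate inhibition at or above 60% at 9 µM, even if other replicates fall short; inactive = all replicates below 60% inhibition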;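 note: 0% = neutral control wells and 100% = 4 µM acridine orange control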
# Cardiac RTF inh – cardiac RTF calcium desensitization; inhibition, % at 7.15 µM; AID 493244; IANBD-labeled cardiac RTF, Ca2+ fluorescence; 340,000 compounds, 0.12% hits; P19429+P45379;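 active = inhibition above the mean inhibition of all tested compounds plus 3 SD, cut at about 17% in these data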;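 note: assay run at fixed EC70 calcium of 1.6 mM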
# Pemphigus Ab inh – human desmoglein-3 autoantibody binding inhibition; AID 588358; P32926; binding (percent of control), % at 10 µM; 310,000 compounds, 0.48% hits; DSG3-coupled beads, scFv-anti-DSG3-GFP binding, flow cytometry; stronger effect = lower value;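 active = binding more than 3 SD below its plate's average and above zero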;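 note: hits lower antibody fragment binding to DSG3; some compounds called inactive have numbers as strong as hits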
# NSD2 inh – NSD2 (human) methyltransferase inhibition; O96028; NSD2 peptide methylation, AlphaScreen, 120 min; inhibition, % at 12.5 µM; 310,000 compounds, 0.54% hits; AID 743445; in the data active = inhibition above about 50%
# Arr AP2 block – blocks beta-arrestin peptide binding to AP2 adaptin. AID 504490. inhibition, % at 10 µM. FITC-arrestin peptide / GST-AP2 beads, flow cytometry; AP2 beta2 appendage carries R879A mutation. 340,000 compounds, 0.31% hits;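 active = inhibition above a set limit, near 3 SD of compounds lacking own fluorescence, cut at about 54% in these data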;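 note: plate controls were DMSO wells for no effect and 5 µM unlabelled arrestin peptide for full effect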
#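 Assay system: GST-AP2 R879A bound to glutathione beads, E. coli-expressed; Medium: PBS with 0.05% Tween 20 and 0.1% BSA; Also added: fluorescein-tagged arrestin peptide at 50 nM final; Timing: 12 min plus 1 h, RT; Measured by: flow cytometry, FL1 (488/535 nm); Evaluation: percent drop in bead-associated FITC signal.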
# Keap1-Nrf2 PPI – inhibitors of human Keap1-Nrf2 protein-protein interaction. Q14145. Keap1 Kelch-Nrf2 peptide fluorescence polarization, 1536-well. inhibition, % at 9.4 µM. 340,000 compounds, 0.15% hits. AID 504523; in the data active = inhibition above about 12%;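 note: human Keap1 Kelch domain with fluorescein labeled Nrf2 9mer peptide probe; 0% = neutral control wells and 100% = peptide positive control; higher means more block of Keap1 binding to Nrf2 peptide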
# Target sequence (Q14145 whole entry, looked up, the tested form may be a part): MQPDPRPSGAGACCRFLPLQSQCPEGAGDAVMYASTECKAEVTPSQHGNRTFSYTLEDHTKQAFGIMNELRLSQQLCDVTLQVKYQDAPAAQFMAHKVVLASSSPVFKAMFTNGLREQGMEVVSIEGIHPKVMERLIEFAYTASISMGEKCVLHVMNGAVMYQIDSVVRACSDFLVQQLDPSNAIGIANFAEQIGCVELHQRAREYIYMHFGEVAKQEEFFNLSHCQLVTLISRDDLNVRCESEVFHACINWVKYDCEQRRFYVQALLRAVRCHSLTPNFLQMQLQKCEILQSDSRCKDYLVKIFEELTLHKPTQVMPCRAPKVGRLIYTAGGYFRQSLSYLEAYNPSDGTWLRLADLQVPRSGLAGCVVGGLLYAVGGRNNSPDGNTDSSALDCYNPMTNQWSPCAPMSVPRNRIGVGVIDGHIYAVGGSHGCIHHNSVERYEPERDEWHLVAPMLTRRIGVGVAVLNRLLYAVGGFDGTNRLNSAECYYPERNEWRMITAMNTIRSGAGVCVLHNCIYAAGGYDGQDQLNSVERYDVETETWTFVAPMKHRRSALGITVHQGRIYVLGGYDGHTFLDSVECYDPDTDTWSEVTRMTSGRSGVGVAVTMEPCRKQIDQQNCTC
# CAL PDZ FP-2 – human CAL PDZ-peptide interaction inhibition; Q9HD26; purified CAL PDZ, TMR-peptide fluorescence polarization, 1 h; inhibition, % at 20 µM; 330,000 compounds, 0.02% hits; AID 504414;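 active = highest replicate inhibition of at least 40%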;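 note: plate controls were DMSO neutral control wells for no effect and unlabeled competitor peptide control wells for full effect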
#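 System: tagged CAL PDZ domain. Schedule: 1 h room-temperature incubation prior to read. Signal: fluorescence polarization (mP). Measure: percent inhibition from loss of millipolarization.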
# The depositor's hits bear a star; nt = not tested or not shown; & = joins results of further samples.
# The opening 2 records as a preview:
SMILES,V-ATPase pHluor,CAL PDZ FP-1,DAGLB inh,C-LANA FP,Cardiac RTF inh,Pemphigus Ab inh,NSD2 inh,Arr AP2 block,Keap1-Nrf2 PPI,CAL PDZ FP-2
CCOc1ccc(NS(=O)(=O)c2ccc3[nH]c(=O)cc(C(=O)O)c3c2)cc1,nt,-1,0,-0.9,-2,111,1,2,-1,-3.5
COCCC(=O)N1CCC(Oc2ccc(C(=O)N3CCCC(OC)C3)cc2)CC1 (stereo not given),-3,-2,-4,-0.2,-4,102,25,6,-1,-0.4

# This part in full, from the start:
SMILES,V-ATPase pHluor,CAL PDZ FP-1,DAGLB inh,C-LANA FP,Cardiac RTF inh,Pemphigus Ab inh,NSD2 inh,Arr AP2 block,Keap1-Nrf2 PPI,CAL PDZ FP-2
CCOc1ccc(NS(=O)(=O)c2ccc3[nH]c(=O)cc(C(=O)O)c3c2)cc1,nt,-1,0,-0.9,-2,111,1,2,-1,-3.5
COCCC(=O)N1CCC(Oc2ccc(C(=O)N3CCCC(OC)C3)cc2)CC1 (stereo not given),-3,-2,-4,-0.2,-4,102,25,6,-1,-0.4
COc1ccc(-n2ncc3c(=O)n(CC(=O)N4c5ccccc5CC4C)cnc32)cc1 (stereo not given),1,7,-5,-0.1,7,101,-1,23,3,-0.7
COc1ccc(NC(=O)CCS(=O)(=O)c2ccc(Br)s2)cc1,2,-2,-2,1.8,2,116,6,-9,-2,-3.8
COC(=O)[C@@]12CCCCN1[C@H](c1ccc(-c3cccc(Cl)c3)c(OC)c1)[C@@H]1C(=O)N(C)C(=O)[C@@H]12,0,0,-2,1.7,-1,96,nt,10,1,-0.7
O=C(COc1ccc(F)cc1Br)NCc1ccccn1,0,-1,3,1.1,7,102,-4,-9,-3,-1.6
COc1ccc(CCNC(=O)[C@H](C)NC(=O)[C@@H]2CSC3c4ccccc4C(=O)N32)cc1 (stereo not given in full),0,0,-3,2.8,3,102,4,36,-5,-2.7
Cn1nc(N2CCN(S(=O)(=O)c3ccccc3)CC2)c(=O)n(C)c1=O,0,-2,0,-0.6,-6,106,-2,29,3,-0.6
Cc1cnc(C(=O)Nc2nnc(C)s2)cn1,1,-5,-1,0.9,7,101,-13,-7,-3,-0.4
CCCOc1cccc(C(=O)NC(=S)Nc2cccc(C(F)(F)F)c2)c1,1,-1,-28,-1.5,-1,86,-3,4,-1,-2.3

# 9 successive entries already listed:
SMILES,V-ATPase pHluor,CAL PDZ FP-1,DAGLB inh,C-LANA FP,Cardiac RTF inh,Pemphigus Ab inh,NSD2 inh,Arr AP2 block,Keap1-Nrf2 PPI,CAL PDZ FP-2
COCCC(=O)N1CCC(Oc2ccc(C(=O)N3CCCC(OC)C3)cc2)CC1 (stereo not given),-3,-2,-4,-0.2,-4,102,25,6,-1,-0.4
COc1ccc(-n2ncc3c(=O)n(CC(=O)N4c5ccccc5CC4C)cnc32)cc1 (stereo not given),1,7,-5,-0.1,7,101,-1,23,3,-0.7
COc1ccc(NC(=O)CCS(=O)(=O)c2ccc(Br)s2)cc1,2,-2,-2,1.8,2,116,6,-9,-2,-3.8
COC(=O)[C@@]12CCCCN1[C@H](c1ccc(-c3cccc(Cl)c3)c(OC)c1)[C@@H]1C(=O)N(C)C(=O)[C@@H]12,0,0,-2,1.7,-1,96,nt,10,1,-0.7
O=C(COc1ccc(F)cc1Br)NCc1ccccn1,0,-1,3,1.1,7,102,-4,-9,-3,-1.6
COc1ccc(CCNC(=O)[C@H](C)NC(=O)[C@@H]2CSC3c4ccccc4C(=O)N32)cc1 (stereo not given in full),0,0,-3,2.8,3,102,4,36,-5,-2.7
Cn1nc(N2CCN(S(=O)(=O)c3ccccc3)CC2)c(=O)n(C)c1=O,0,-2,0,-0.6,-6,106,-2,29,3,-0.6
Cc1cnc(C(=O)Nc2nnc(C)s2)cn1,1,-5,-1,0.9,7,101,-13,-7,-3,-0.4
CCCOc1cccc(C(=O)NC(=S)Nc2cccc(C(F)(F)F)c2)c1,1,-1,-28,-1.5,-1,86,-3,4,-1,-2.3

# New compounds follow
SMILES,V-ATPase pHluor,CAL PDZ FP-1,DAGLB inh,C-LANA FP,Cardiac RTF inh,Pemphigus Ab inh,NSD2 inh,Arr AP2 block,Keap1-Nrf2 PPI,CAL PDZ FP-2
CC(=O)NC(=S)Nc1ccc(S(=O)(=O)Nc2nc(C)cc(C)n2)cc1,-3,1,-3,-3.1,6,99,-5,11,1,-0.4
Cc1ccc(SCC(=O)c2c(C)[nH]c3ccccc23)cc1,-1,-2,2,2.5,4,99,-4,0,1,-0.1
CC(C)c1cc(C(=O)N(C)C2CCCN(Cc3ccccc3F)C2)n(C)n1 (stereo not given),-5,nt,0,nt,nt,97,3,nt,nt,nt
O=C(Nc1cc(Cl)ccc1N1CCOCC1)c1ccc(F)c(S(=O)(=O)N2CCOCC2)c1,7,-2,2,-0.6,-4,103,-4,28,-3,-0.2
Cc1ccc(C(=O)N2CC3(C(C)C)CN(C(=O)c4ccc(C)cc4)CC(C(C)C)(C2)C3=O)cc1,-1,1,-2,0.1,-3,113,0,-4,-1,-1.8
CCOC(=O)c1ccc(N/C=C2\CCCCC2=O)cc1,nt,0,0,1.4,-1,105,-3,-15,-5,-0.8
Cc1ccccc1C=Nc1ccccc1C(N)=O,2,0,1,-0.1,3,99,1,38,2,-0.8
O=C(c1cc(Cl)cc(Cl)c1)N1CCOCC1,-1,0,-1,-0.7,-7,107,1,2,0,-0.3
COc1ccc(C=C2SC(=O)NC2=O)cc1OC,-2,-8,1,-2.8,-5,115,-3,4,-2,-2.8
COc1ccc(-n2c(C)nc3cc(C(=O)NCc4ccco4)ccc32)cc1,5,-7,-1,1.3,-2,nt,3,-3,-3,-3.6
Cn1c(=Nc2ccc(N3CCOCC3)cc2)ccc2ccccc21,-2,0,-1,2.5,-5,104,10,-6,-2,nt
Nc1nonc1-c1nc2ccccc2n1CC(=O)N1CCCCC1,1,nt,-2,1.5,-2,98,-2,6,5,-1.2
CC(C)CC1(C(=O)NCc2ccccn2)C=CCN1C(=O)c1ccccc1 (stereo not given),-2,0,1,1.3,2,100,nt,5,-2,0.1
COc1ccc(NS(=O)(=O)c2ccc(C)c(C(=O)N(C)CC(=O)Nc3cccc(OC)c3)c2)cc1,-3,1,-1,0.3,-1,97,1,24,-2,-1.9
COc1cc(=O)n2c(n1)SCCC2,-1,-1,-1,-1.4,-1,114,nt,4,-13,-1.8
O=C(Nc1cccc(C(=O)O)c1)/C(=C\c1ccc2c(c1)OCO2)NC(=O)c1ccccc1,-1,5,nt,-0.1,nt,94,-3,29,-2,-1.5
O=C(CNc1cccc([N+](=O)[O-])c1)N1CCN(S(=O)(=O)c2ccc(Cl)cc2)CC1,1,-2,3,0.2,-8,99,-1,-17,2,0.3
COc1ccc(C(=O)N=C2SC3CS(=O)(=O)CC3N2c2ccc(N(C)C)cc2)cc1OC (stereo not given),-1,-2,1,0.1,-10,103,-1,-4,-5,-1.7
Cc1ccc2[nH]c(O)c(N=Nc3ccccc3[N+](=O)[O-])c2c1,-4,0,-1,-1.6,-4,78,1,-9,2,2.1
Cc1ccc(NCC(=O)N2CCN(S(=O)(=O)c3ccccc3)CC2)cc1F,3,-7,1,0.9,-27,97,-3,-9,-1,-3.0
COc1ccc(CC(=O)NNC(=O)c2cccs2)cc1OC,1,-2,-1,0.9,0,103,-2,35,0,-1.8
O=C(CN1C(=O)CSc2ccc(S(=O)(=O)N3CCCCC3)cc21)NCc1cccnc1,11,1,1,-1.6,1,103,-2,2,4,-2.3
C=CCn1c(SCC(=O)NCc2ccc3c(c2)OCO3)nnc1C1CCCCC1,0,-1,1,-0.5,-5,111,3,21,1,-3.0
COc1ccc(C(C(=O)NC(C)(C)C)N(Cc2cccnc2)C(=O)CCC(=O)Nc2cc(C)on2)cc1 (stereo not given),6,nt,-2,-1.0,-24,nt,-4,-3,-2,-0.5
O=C(COC(=O)c1ccco1)Nc1nnc(-c2ccccc2)o1,5,-3,1,-1.0,-7,102,0,1,1,-2.5
COc1ccc(S(=O)(=O)NCc2ccc(C(=O)N3CCc4ccccc4C3)cc2)cc1,1,4,-1,-1.4,-15,nt,16,5,1,-1.0
CN(Cc1ccccc1)CC(O)COc1ccc(CNCc2ccc(Cl)s2)cc1 (stereo not given),0,13,-4,0.2,-3,99,10,-13,-5,-0.5
CCOc1cc(C(=O)N/N=C(\C)Cc2ccc(OC)cc2)cc(OCC)c1OCC,-2,-6,-13,0.6,0,103,-3,10,-1,-1.0
COc1cc(C(=O)NC2Cc3ccccc3C2)ccc1OC1CCN(C(C)=O)CC1,-1,11,-1,0.5,-8,116,-3,2,-4,0.0
COc1cc(/C=C/C(=O)OCC(=O)Nc2ccc3c(c2)OCO3)ccc1O,0,10,-2,0.0,3,107,2,20,-1,-0.9
CCOC(=O)/C(C#N)=C\C1=C(N2CCOCC2)CC(C)(C)OC1,0,3,-1,3.5,-2,102,-2,4,-2,-11
Cc1ccc(Cl)cc1NC(=O)CCCN1C(=O)c2cccnc2C1=O,-1,3,3,0.4,-4,111,0,19,0,-1.4
COc1ccc(CNC(=O)CN(C(=O)CCC(=O)Nc2ccccn2)c2ccc(C)cc2)cc1,-1,-3,-3,2.0,-15,97,6,0,-5,-1.8
Cc1nc2ccc(S(=O)(=O)NCC(=O)N3CCN(c4ccccc4)CC3)cc2s1,3,-1,-3,1.7,0,110,0,26,-1,-0.7
CN(C(=O)c1cccc(NC(=O)Cc2ccc(NC(=O)C3CCN(C(=O)C4CCC4)CC3)cc2)c1)C1CCCCC1,2,-4,-1,-0.3,0,106,nt,-2,0,-1.8
CC12CCC(=O)N1C(C(=O)OCC(=O)Nc1ccc(S(N)(=O)=O)cc1)CS2 (stereo not given),-1,0,-3,0.9,-9,nt,-1,0,2,-0.4
COc1ccc(NC(=S)N2CCC(NC(=O)c3ccc(F)cc3)CC2)cc1,1,-8,3,0.0,5,106,0,-4,4,-0.6
Brc1ccc2ncnc(NCc3cccnc3)c2c1,-6,-7,-6,nt,-10,nt,-3,11,3,-2.5
O=C(NC1=NCCS1)c1cc(-c2cccs2)nc2ccccc12,3,-4,-2,-0.8,11,99,-2,29,-4,-2.0
Nc1n[nH]c(N)c1N=Nc1ccc(Cl)cc1Cl,-2,5,8,0.2,8,103,20,0,-2,-0.1
NC(=O)CC(NC(=O)c1cccc(Br)c1)c1ccc(N2CCC(N3CCCCC3)CC2)c([N+](=O)[O-])c1 (stereo not given),0,-1,-2,0.7,-7,nt,nt,2,-3,-0.6
CCc1nc2ccc(C(=O)N3CCN(c4ccccc4F)CC3)cc2nc1CC,-5,-4,0,-0.9,4,103,1,3,5,-1.6
O=S(=O)(NCC1CCCO1)c1ccccc1F (stereo not given),7,4,-1,0.0,4,99,-2,0,0,-2.5
COc1cc(Nc2ccccn2)cc(C(=O)Nc2cccc(C(F)(F)F)c2)c1,-1&2,-1,0&-2,-0.4,5,112&102,nt,7,-2,1.0

# High-throughput results deposited in PubChem by several laboratories.

# Not all compounds are listed, so the mix of outcomes need not match the whole.
